Screens from PubChem BioAssay.
p97 inhibitor: blocks human p97 ATPase activity; P55072; recombinant p97 ATPase, Kinase-Glo ATP luminescence, 3 h; inhibition, % at 8 µM; 0.42% of 220,000 active; AID 1481; in the data active = inhibition above about 15%;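 note: 0% = DMSO vehicle and 100% = wells lacking enzyme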
KLK5 inh: inhibitors of human kallikrein 5; recombinant hK5, fluorogenic AMC substrate cleavage; inhibition, % at 5 µM; 0.59% of 210,000 active; AID 873;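 active = inhibition of 40% or more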;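 note: 0% = enzyme controls without compound and 100% = no-enzyme blanks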
14-3-3 Bad PPI: disrupts binding of bovine 14-3-3 zeta to phospho-Bad peptide. P63103. TR-FRET 14-3-3zeta/Dy647-pBad peptide displacement, 1 h. inhibition, % at 21.7 µM. 0.71% of 220,000 active. AID 781;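 active = inhibition above about 70%, limit read from the data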;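 note: 0% = full 14-3-3 plus peptide FRET controls and 100% = background without 14-3-3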
FXIa inh 1536: blocks human coagulation factor XIa protease activity; P03951; inhibition, % at 5 µM; 0.14% of 220,000 active; AID 798; purified FXIa, Boc-Glu-Ala-Arg-AMC fluorogenic substrate;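 active = inhibition of at least 40%; inactive = inhibition below 40%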;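 note: fluorescence of freed AMC excited at 355 nm; 0% = enzyme without compound and 100% = no enzyme blank; many of its hits are not listed in these tables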
Wee1 degr inh: human Wee1 degradation inhibition, primary screen. 1.2% of 220,000 active. HeLa Luc-Wee1K328M stability, luciferase luminescence; 100% = proteasome inhibitor MG132 effect. P30291. reporter increase, % at 5 µM. AID 1321;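 active = activation above the mean of all tested compounds plus 3 SD, set per screening run, cut at about 8.8% in these data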;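 note: cells exposed to compound for 20 h before luminescence read; 0% = DMSO alone and 100% = MG132 at 30 µM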
FXIIa inh 1536: factor XIIa (human) inhibition. purified FXIIa, Boc-QGR-AMC fluorogenic substrate, 2 h. 0.3% of 220,000 active. inhibition, % at 5 µM. P00748; in the data active = inhibition above about 40%;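 note: 0% = enzyme with no compound and 100% = blank without enzyme; many of its hits are not listed in these tables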
Target sequence (P00748 20-372 limits assumed): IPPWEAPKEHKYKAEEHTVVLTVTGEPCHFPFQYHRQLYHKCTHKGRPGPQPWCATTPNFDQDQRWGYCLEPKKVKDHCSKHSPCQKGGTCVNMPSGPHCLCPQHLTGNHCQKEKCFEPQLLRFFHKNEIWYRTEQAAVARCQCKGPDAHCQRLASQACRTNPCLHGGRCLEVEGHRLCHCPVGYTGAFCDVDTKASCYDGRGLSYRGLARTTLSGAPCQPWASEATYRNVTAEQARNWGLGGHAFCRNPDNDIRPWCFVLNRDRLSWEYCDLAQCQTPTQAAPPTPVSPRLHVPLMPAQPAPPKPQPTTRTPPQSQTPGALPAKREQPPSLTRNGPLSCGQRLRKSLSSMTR
Target sequence (P00748 373-615 limits assumed): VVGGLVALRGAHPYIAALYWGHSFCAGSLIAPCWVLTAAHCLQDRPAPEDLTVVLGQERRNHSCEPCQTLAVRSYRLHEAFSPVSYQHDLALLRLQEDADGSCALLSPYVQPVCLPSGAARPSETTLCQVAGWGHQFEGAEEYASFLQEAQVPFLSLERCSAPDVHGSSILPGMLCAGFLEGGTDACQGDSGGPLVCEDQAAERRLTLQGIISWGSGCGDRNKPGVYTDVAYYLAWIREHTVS
eIF4E 4G PPI: eIF4E/eIF4G interaction inhibition in translation initiation | 0.37% of 220,000 active | P63073+Q04637 | AID 782 | inhibition, % at 21.7 µM | TR-FRET eIF4E-eIF4GI(517-606) binding, 2 h;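 active = inhibition above about 30%, limit read from the data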;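 note: 0% = full FRET control wells and 100% = background wells lacking eIF4GI fragment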
Rad51 HR inh: blocks human Rad51 in homologous recombination | Q06609 | hRad51 DNA strand exchange, fluorescence dequenching | inhibition, % at 10 µM | AID 1385 | 0.085% of 200,000 active;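 active = inhibition above 40% at the single screening dose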;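 note: 0% = DMSO control wells and 100% = blanks with heterologous ssDNA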
Target sequence (Q06609 whole entry, looked up): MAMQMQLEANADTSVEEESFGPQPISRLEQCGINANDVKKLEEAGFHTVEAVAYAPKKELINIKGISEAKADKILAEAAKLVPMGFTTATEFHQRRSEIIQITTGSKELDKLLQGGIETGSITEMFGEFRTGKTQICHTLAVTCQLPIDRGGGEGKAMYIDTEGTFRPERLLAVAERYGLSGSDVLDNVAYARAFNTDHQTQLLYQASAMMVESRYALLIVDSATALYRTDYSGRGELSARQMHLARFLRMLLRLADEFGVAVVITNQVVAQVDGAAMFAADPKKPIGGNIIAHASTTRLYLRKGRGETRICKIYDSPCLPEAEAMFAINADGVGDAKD
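Material: human Rad51–ssDNA filaments; Probe or stimulus: labelled 47-mer dsDNA for strand exchange; Doses: single 10 µM dose; Incubation: 37 °C 15-min filament assembly, 30-min compound preincubation, 15-min exchange; Technique: FRET fluorescence dequenching, excitation 485 nm, emission 520 nm; Measure: Fluorescence-based percent inhibition, control- and blank-normalised; Benchmarks: plate control and blank wells.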
MDM2 E3 inh: blocks human Mdm2 ubiquitin ligase activity | cell-based MDM2 ubiquitination luciferase reporter, 2 h; 0 = plate control, 100 = twice control, blank-subtracted | signal enhancement, % at 5 µM | 0.11% of 210,000 active | AID 1230;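 active = signal enhancement of 30% or more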;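 note: luminescence tracks abundance of the self-degrading MDM2-luciferase fusion protein; higher signal means inhibition of MDM2 E3 ligase activity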
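Material: stable MDM2–luciferase fusion reporter cells / Quantity: 2000 cells/well / Dosing: single 5 µM compound dose, 0.2% final DMSO / Buffer or medium: DMEM / Schedule: 4 h cell settling then 2 h compound exposure, 37 °C / Detection: luminescence with SteadyLite reagent, 15 min at room temperature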
The depositor's hits bear a star; / = no result given; [ ] = remark or other dose.

SMILES	p97 inhibitor	KLK5 inh	14-3-3 Bad PPI	FXIa inh 1536	Wee1 degr inh	FXIIa inh 1536	eIF4E 4G PPI	Rad51 HR inh	MDM2 E3 inh
CN(C)c1ccc(Nc2nc(N)c([N+](=O)[O-])c(N3CCOCC3)n2)cc1	1	-8	-16	10	-4	14	3	/	4
O=C(CCNS(=O)(=O)c1ccccc1F)NCc1ccc2c(c1)OCO2	-7	12	4	2	-1	-2	6[fluorescence artefact?]	6	-20
COc1ccc(-c2noc(CN3CCCCC3c3nccn3C)n2)cc1 (stereo not drawn)	-6	15	6	10	-4	14	2	-5	-10
CCOc1ccc(Nc2oc(-c3cccs3)nc2C#N)cc1	-2	-39	-2	6	2	19	-6	-8	11
O=C(c1ccc(NC2=NC3CS(=O)(=O)CC3S2)cc1)N1CCc2ccccc2C1 (stereo not drawn)	0	-9	0	0	2	7	1[fluorescence artefact?]	2	-11
COc1ccc(-c2nc(NC(=O)CSc3nnc4ccccn34)ns2)cc1	-1	-12	27	6	3	20	-8	-1	-6
CCC(=O)c1ccc(OCC(O)CN2CCN(S(=O)(=O)N3CCCCC3)CC2)cc1 (stereo not drawn)	-4	-16	-1[fluorescence artefact?]	5	-1	7	5[fluorescence artefact?]	-9	-6
CC(=O)Nc1ccccc1OCC(=O)NC(C)c1ccccc1 (stereo not drawn)	-4	-20	11[fluorescence artefact?]	19	-2	24	2	3	-14
NC(=S)N/N=C/c1ccc([N+](=O)[O-])cc1	-3	36	-1	26	-4	26	-1	-7	-1
Cc1cc(C(=O)CSc2nc(N)cc(N)n2)c(C)n1-c1cccc(F)c1	1	-2	-13	0	1	8	0	-2	5
Cc1ccc(C)c(NC(=O)CCN2CCOCC2)c1	5	-15	11[fluorescence artefact?]	9	-3	10	4[fluorescence artefact?]	6	-2
CC(=O)Nc1sc(-c2ccccc2)nc1-c1ccccc1	4	3	-6	1	0	8	3	-2	-16
Cc1ccc(S(=O)(=O)CC2CSc3nc4ccccc4n32)cc1 (stereo not drawn)	-3	-5	-4	1	-2	18	-17[fluorescence artefact?]	7	-20
C=CCc1cccc2cc(C(=O)N3CCN(C(=O)c4ccco4)CC3)c(=O)oc12	1	-11	6	1	-1	18	-7	2	0
CC1(C)CC(=O)/C(=C(\O)Cc2ccccc2)C(=NCCCCCC(=O)O)C1	-2	-10	-4	2	-4	8	-7	1	-10
CCOc1cc(S(=O)(=O)NCCc2cccc(C)c2)c(OCC)cc1-n1cnnn1	-6	3	-6[fluorescence artefact?]	-6	3	-1	2	-3	-2
COc1cccc(/C=C/C(=O)c2cccc([N+](=O)[O-])c2)c1OC	3	5	-4	-1	-3	10	0	80*	3
Cc1cc(C)cc(NC(=O)Nc2ccc3c(c2)N(C)C(=O)CS3)c1	3	-4	14	8	-2	26	-6	7	-6
COc1ccc(/C=N/NC(=O)c2ccc(=O)n(C)c2)cc1OC	-1	1	-3	-2	-1	8	1	8	20
O=[N+]([O-])c1ccc(N/N=C/c2c[nH]c3ccccc23)c(S(=O)(=O)Nc2ccc(Cl)cc2)c1	5	15	10	0	3	9	3[fluorescence artefact?]	/	-6
CCOC(=O)Cn1nnc2c(sc3nc4c(c(-c5ccc(Cl)cc5)c32)CCC4)c1=O	-3	-8	-13	2	3	6	-9	4	-13
O=C(COC(=O)c1cnccn1)c1ccc(OC(=O)c2ccccc2)cc1	-2	-8	-1	10	-3	26	-27	-5	-9
CCC(Sc1nc2c(cnn2-c2ccc(Cl)cc2)c(=O)[nH]1)C(=O)OC (stereo not drawn)	1	-3	13	7	0	14	-5[fluorescence artefact?]	-1	-21
CSc1cccc(NC(=O)/C=C/c2ccco2)c1	3	2	-8	-5	2	8	8	-16	5
Cc1cccc(NC(=O)c2ccc(N3CCCCC3)c([N+](=O)[O-])c2)n1	-6	-6	3	3	4	8	-2[fluorescence artefact?]	/	-16
NS(=O)(=O)c1ccc(CNC(=O)/C=C/c2ccc(S(=O)(=O)N3CCOCC3)cc2)cc1	5	0	2	0	-1	9	-2	11	/
COc1ccc2cc(C(c3nnnn3CC3CCCO3)N3CCOCC3)c(=O)[nH]c2c1 (stereo not drawn)	3	2	-5	-6	2	-7	0	2	-3
O=C(Cc1n[nH]c(=O)[nH]c1=O)N/N=C/c1ccccc1	-2	-2	-9	0	-2	1	4[fluorescence artefact?]	1	-5
Cc1ccc(C)c2c3c([nH]c12)-c1nonc1CC3	0	-11	-10	6	1	12	-2	13	-6
O=C(Nc1nc2nc(-c3ccccc3)cc(=O)n2[nH]1)c1ccccc1	0	-16	21	8	-1	11	3	1	-6
C=CCn1c(-c2ccc(=O)n(Cc3ccccc3)c2)n[nH]c1=S	2	-1	-3	0	-2	9	13	-16	-3
Cc1csc(NC(=O)c2cccs2)n1	-4	2	3	-12	6	-16	0	3	-21
CCOc1ccc(-n2nnc3c(=O)n(CC(=O)NCc4ccco4)cnc32)cc1	-2	2	3	3	0	11	3	-16	/
CCS(=O)(=O)N1Cc2ccccc2CC1C(=O)Nc1ncc(C)s1 (stereo not drawn)	-2	5	-2	2	0	9	0	-11	0
Cc1sc(NC(=S)NC(=O)c2ccco2)c(C(N)=O)c1C	6	-5	-18	-3	-2	6	5	13	6
O=C(O)Cc1csc(-c2ccccc2)n1	5	-4	32	4	1	7	2	12	-11
COCCCNC(=O)Cn1ncc2ccsc2c1=O	3	-22	4	-6	0	2	-5	/	-8
Cc1ncc(CO)c(/C=N/NC(=S)Nc2ccc(Cl)c(Cl)c2)c1O	7	/	-15	-1	5	1	2	/	/
[2H]c1c([2H])c([2H])c(-c2nc(N3CCCCCC3)sc2C(=O)c2ccccc2)c([2H])c1[2H]	-3	-6	-2	5	-4	24	-10	8	-4
COc1cc(OC)cc(/C(N)=N/O)c1	10	-3	-3	0	6	3	4	6	-9
Cn1c(=O)c2[nH]c(COc3ccc(C(C)(C)C)cc3)nc2n(C)c1=O	-2	-1	-10	-1	-3	5	6	-1	-7
CC(=O)Nc1ccc(C(=O)NC(CC(=O)O)c2ccc(Cl)cc2)cc1 (stereo not drawn)	0	-15	-7	-2	-3	-8	-7[fluorescence artefact?]	4	-6
CSc1nc(N)nc(SCC(=O)c2ccccc2)c1C#N	1	-14	-5	3	0	11	-12	9	-8
Cc1ccc(NC(=O)CCn2nc(C)cc2C)c(C)c1	5	6	0	-6	0	-3	-4	6	-22
COc1ccccc1CN(Cc1cc2cc3c(cc2[nH]c1=O)OCCO3)Cc1nnnn1Cc1ccco1	6	-15	0	-3	1	4	-5	/	-7
CCOC(=O)c1cc(=O)n2[nH]c(-c3ccc(C)cc3)cc2n1	-3	-22	20	0	-1	10	-2	-5	-12
O=C(CN1C(=O)C2C3c4ccccc4C(c4ccccc43)C2C1=O)Nc1ccccc1C(=O)O (stereo not drawn)	2	-15	0	2	-3	2	19[fluorescence artefact?]	6	4
Cc1ccc2c(c1)nnn2C1CCN(S(=O)(=O)c2ccc(C(=O)NC3CCCC3)cc2)CC1	6	-9	2	9	-4	20	-2	3	-18
CCOc1cccc2c1OC(c1cc(OC)c(OC)c(OC)c1)N1N=C(c3ccc(C)o3)CC21 (stereo not drawn)	-3	0	-2[fluorescence artefact?]	5	2	17	2	-148	-9
O=C1CCCc2nc(N3CCc4ccccc43)ncc21	-13	-16	5	4	0	13	0	-4	-5
Next section
SMILES	p97 inhibitor	KLK5 inh	14-3-3 Bad PPI	FXIa inh 1536	Wee1 degr inh	FXIIa inh 1536	eIF4E 4G PPI	Rad51 HR inh	MDM2 E3 inh
CCOC(=O)c1nc(-c2ccc3c(c2)OCO3)[nH]c1C	3	-3	9	5	-1	12	1	2	-10
Cc1ccc(CNC(=O)C(Cc2ccccc2)NS(=O)(=O)c2cccs2)cc1 (stereo not drawn)	4	-3	-3	4	-3	14	-4	1	-8
CCCC(=O)N1CCN(Cc2ccc3c(c2)OCO3)CC1	1	-5	4	28	-2	10	-8[fluorescence artefact?]	29	19
O=C(NC1CCCCC1)C(c1ccco1)N(C(=O)C(F)(F)F)C1CC1 (stereo not drawn)	-8	-15	3	7	-1	12	2	4	-5
Cc1cccc(CCNC(=O)C2CCN(S(=O)(=O)c3ccccc3)CC2)c1	1	-3	-13	-3	-3	6	1	0	-3
COc1ccc(N(CC(=O)Nc2ccc(OC)c(Cl)c2)S(=O)(=O)c2c(C)noc2C)cc1	1	7	-2	-1	-1	-9	-2	-4	-19
Cc1ccc2nc(SCC(=O)N(CC(C)C)c3c(N)n(CC(C)C)c(=O)[nH]c3=O)[nH]c2c1	-2	10	2	3	1	10	3	17	-7
CCCCOc1ccc2ccccc2c1C=O	-9	0	1	5	1	8	-14	-2	-9
O=C(CN1C(=O)c2ccccc2C1=O)NCC(=O)OCC(=O)c1ccc(Br)cc1	1	-12	5	2	-1	20	4	/	-3
N#C/C(=C\c1ccccc1[N+](=O)[O-])c1nc(C2CC2)cs1	5	-6	1	2	5	9	1	/	1
CCc1cc2c(N[C@@H](C)C(=O)O)ncnc2s1	5	-10	0	3	-5	-12	-4	3	9
Cc1nc2c(C)cccn2c1/C(O)=C1\C(=O)C(=O)N(CCN(C)C)C1c1ccccc1 (stereo not drawn)	5	0	-5	-1	-2	4	0	-4	4
O=C(NNS(=O)(=O)c1ccc2ccccc2c1)c1cccnc1	1	-13	15	3	3	5	6	/	-3
CCCn1nc2cc(C(=O)NCc3ccc(C)cc3)ccc2c1OC	1	-28	14	-3	-3	11	-1	-2	-9
C#CCOC(=O)c1csc2nnsc12	5	-8	-10	7	2	17	2	4	/
CC1=C(C(N)=O)C(c2ccccc2F)NC(=O)N1 (stereo not drawn)	3	-17	16	-10	4	12	-7[fluorescence artefact?]	7	-5
O=S(=O)(Nc1nc2ccccc2nc1Cl)c1ccc(Cl)cc1	2	-19	-5[fluorescence artefact?]	-1	0	9	14	4	5
COc1ccccc1C1/C(=C(/O)c2ccc(OC(C)C)cc2)C(=O)C(=O)N1c1cc(C)on1 (stereo not drawn)	-1	-3	-16	5	-1	14	-4	-3	-12
